# Bioassay records: PubChem, The Scripps Research Institute Molecular Screening Center
# GalR3 antagonist = GalR3 antagonists in HEK293 cells, primary screen, cell-based, fluorescence readout; Galanin receptor type 3 (Homo sapiens), O60755; inhibition, % at 3 µM; AID 651719, 2012; HEK293 GalR3-CNG cAMP membrane potential fluorescence; galR3 body fused to GalR1 C-terminus; 360,000 compounds, 0.44% hits;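 active = inhibition above the screen-wide average plus 3 SD, cut at about 13% in these data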;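 note: forskolin and galanin both at EC90 stimulate the cells; cAMP rise reported by CNG channel membrane potential dye signal; 0% = forskolin plus galanin with DMSO and 100% = forskolin alone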
# Target sequence (O60755 1-299 limits assumed): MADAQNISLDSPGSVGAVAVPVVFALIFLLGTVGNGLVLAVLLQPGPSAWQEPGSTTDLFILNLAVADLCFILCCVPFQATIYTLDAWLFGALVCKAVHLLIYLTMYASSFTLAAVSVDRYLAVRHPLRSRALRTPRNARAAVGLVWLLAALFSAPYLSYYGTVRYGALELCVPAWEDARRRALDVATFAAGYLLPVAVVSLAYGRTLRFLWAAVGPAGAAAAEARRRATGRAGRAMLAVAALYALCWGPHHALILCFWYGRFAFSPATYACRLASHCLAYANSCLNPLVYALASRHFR
# The depositor's hits bear a star.
SMILES,GalR3 antagonist
CC[C@]12c3[nH]c4cc(-c5ccco5)ccc4c3CCN1C(=O)[C@@H](CC(=O)NCCc1ccccn1)C[C@@H]2C(=O)N1CCN(C(=O)C2CC2)CC1,-4.3
Cc1ccc(C)c(N2CCN(C(=O)CCc3nc(-c4ccccc4)no3)CC2)c1,-4.3
O=C(CCc1nc2sc3c(c2c(=O)[nH]1)CCCC3)NCCc1ccc(Cl)cc1,-6.7
O=C1NC[C@@H](CCCCN2C[C@H](Cc3ccc(O)cc3)N(CC3CCCCC3)C(=O)C2=O)N(CCc2ccccc2)C1=O,-2.5
CN(C)c1ccc(C=c2c3ccccc3n3c2cc(-c2ccccc2)[n+]3C)cc1,9.3
OCC1OC(n2cnc3c(/C=C(\O)c4ccccc4)ncnc32)C(O)C1O (centres undefined),-2.3
CCCCCc1ccc2cc(C#N)ccc2n1,-7.5
O=C(/C=C(\Nc1cc(Cl)c(Cl)c(Cl)c1)c1ccccc1)c1ccccc1,-5.3
CNc1ccc(-c2ccccc2CO)cn1,-4.1
O=C(N1CCc2cc(S(=O)(=O)NC[C@H]3O[C@@H](n4ccc(=O)[nH]c4=O)[C@H](O)[C@@H]3O)ccc2C1)C(F)(F)F,-6.8
O=C(O)c1ccc(-c2cccc(-c3nn4c(=O)cc(N5CCNCC5)nc4s3)c2)cc1,-0.1
Cc1ccc(CN2CC(N3CCC[C@@H]3C)CS2(=O)=O)cc1 (some centres undefined),-4.8
Cc1ccc(SC2=C[C@@]3(O)CC[C@@H](O)[C@@](Sc4ccc(C)cc4)(C2=O)[C@H]3O)cc1,-1.8
CC(C)(C)C(=O)Nc1ccc(C(=O)COC(=O)C2CC2)cc1,-2.7
Cc1cc(NCCc2c[nH]c3ccccc23)ccc1Nc1cccnc1,-3.5
c1cnc2ccc3c(c2c1)COCO3,-4.3
CN(CC(=O)NCCc1ccc(F)cc1)CC(=O)Nc1ccc(F)c(F)c1F,-2.8
COc1ccc(NC(=O)C[C@H]2C(=O)N(C3CCCCC3)C[C@@H]2c2ccc(OC)cc2)cc1,-3.6
CCCC[C@@H]1CNC(=O)C(=O)N1CCCCC1CCCCC1,-7.2
CCN(CC)S(=O)(=O)c1ccc(=O)n(CC(=O)N2Cc3ccccc3CC2C(N)=O)c1 (centres undefined),2.5
CN1C(=O)[C@@](O)(CC(=O)c2ccccc2)c2cc(Br)ccc21,-4.1
O=C(Nc1ccccc1)OCC1COC(c2ccccc2)(c2ccccc2)O1 (centres undefined),-0.3
CCCCCC(=O)N1C[C@@H](n2cc(COC(=O)c3ccccc3)nn2)[C@H](O)C[C@@H]1c1ccc(Cl)cc1,-8.2
CCCCN1C(=O)C(CC(=O)NCCN2CCOCC2)CC(C(=O)N2CCCCCC2)=C1C (centres undefined),-7.4
CCNC(=O)C1CCCN(C(=O)Cc2ccc3ccccc3c2)CC1 (centres undefined),-5.5
# Following part
SMILES,GalR3 antagonist
CCN1CCCC1CNC(=O)c1ccc2c(c1)NC(=O)/C(=C\c1ccccc1Cl)S2 (centres undefined),-4.4
COCCNC(=O)C1(C)CCCN(C(=O)COc2ccccc2)C1 (centres undefined),-1.6
CCCN1CCCCC(NC(=O)c2ccc(F)c(F)c2)C1=O (centres undefined),-5.6
COc1cc2ccccc2cc1C(=O)N1CC(C)OC(C)C1 (centres undefined),-0.8
COc1cc(C2C3=C(COC3=O)Oc3cc4c(cc32)OCO4)ccc1O (centres undefined),-3.8
COCCN1C[C@@H](CO)O[C@@H](n2cnc3c(N4CCCC4)ncnc32)C1,-2.0
O=C(/C=C/c1ccc(Cl)cc1)N1CCN(CCN2C(=O)c3cccc4cccc(c34)C2=O)CC1,-2.4
OC[C@H]1O[C@@H](c2nc(-c3nc(-c4ccc(F)cc4)no3)cs2)[C@H](O)[C@@H]1O,0.7
CCN1C(=O)[C@H]2[C@@H](c3ccc(C(F)(F)F)cc3)N[C@]3(CCCN(Cc4ccc(OC)cc4)C3=O)[C@H]2C1=O,-7.1
CC(C)C[C@H]1CN([C@@H](Cc2ccc(O)cc2)CN2CCC[C@H]2CN2C(=O)C(=O)NC[C@@H]2Cc2ccc(O)cc2)C(=O)C(=O)N1CCc1ccccc1,-6.5
CCOC(=O)[C@]12CCCC=C1N(Cc1ccc(Cl)cc1Cl)C(=O)[C@H](CC(=O)NCCc1ccccc1OC)C2,-0.8
CCCCOCCCNC(=O)C[C@@H]1C[C@@]2(C(=O)OCC)CCCC=C2N(Cc2cccc3ccccc23)C1=O,-9.0
COc1ccccc1N1CCN(S(=O)(=O)CCNC(=O)C(C)Oc2ccccc2)CC1 (centres undefined),-7.5
CC(C)(C)c1ccc(CC(=O)N2CCC2(C)C(=O)NS(=O)(=O)c2cccc(F)c2)cc1 (centres undefined),-5.4
CCN(CC)C(=O)C1=C(C)N(Cc2ccc(OC)cc2)C(=O)C(CC(=O)NC2CC2)C1 (centres undefined),-5.3
CN(CCc1ccccc1)C(=O)c1ccc(NC(=O)Cc2ccc(NC(=O)C3CCN(C(=O)C4CCCC4)CC3)cc2)cc1,-2.0
CC(=O)OCCN1c2ccccc2Sc2cnccc21,-3.1
C=CCOc1ccc(C[C@H](N)C(=O)NC[C@H]2O[C@@H](n3ccc(N)nc3=O)[C@H](O)[C@@H]2O)cc1,-4.6
Cc1ccc(Nc2n[nH]c(=S)s2)cc1,-1.7
Cc1ccc(S(=O)(=O)N2CCN(C(=O)COC(=O)/C=C/c3ccc(Cl)cc3)CC2)c(C)c1,-7.2
COc1ccccc1Cc1c(-c2cccc(Cl)c2)nc2c(C)cc(Br)cn12,-5.0
Cc1cn([C@H]2C[C@H](O)[C@@H](CNCc3ccccc3)O2)c(=O)[nH]c1=O,-6.5
OC(c1ccccc1)c1nc(-c2cc(F)cc(F)c2)cs1 (centres undefined),-1.4
CC(C)C(=O)N1CCC1(C)C(=O)NCc1cc(Cl)ccc1F (centres undefined),0.5
COc1ccc(-n2nnnc2C(c2ccccc2OC(F)(F)F)N2CCN(C/C=C/c3ccccc3)CC2)cc1 (centres undefined),-1.9
# Remaining list, next part.
SMILES,GalR3 antagonist
CCOC(=O)N1CCN(C(=O)C[C@@H]2C[C@@]3(C(=O)OCC)CCC=C3N(Cc3ccco3)C2=O)CC1,-7.1
COc1ccc(OC)c(C(O)c2ncc(-c3ccc(C(F)(F)F)cc3)[nH]2)c1 (centres undefined),-6.2
COc1ccc(-c2cc(C(=O)NCc3cccc(C(F)(F)F)c3)[nH]n2)c(C)c1,-3.0
O=C(NCc1ccccc1)[C@@H]1CCCN1C(=O)[C@H]1CCCN1C(=O)c1ccc(F)c(C(F)(F)F)c1,-4.7
CCN(CC(=O)Nc1ccc(NC(C)=O)cc1)C(=O)c1ccc(Sc2nncn2C)c([N+](=O)[O-])c1,-3.7
C1=C[C@H]2CC[C@@H]1N(c1ccccc1)O2,-6.6
Cc1ccccc1S(=O)(=O)NC(=O)C1(C)CCN1C(=O)c1cccc2ccccc12 (centres undefined),-5.3
CN(C(=O)c1ccc(NC(=O)Cc2cccc(NC(=O)C3CCN(C(=O)C4CCC4)CC3)c2)cc1)C1CC1,-4.7
Cc1cn(C2CC(O)C(CO)O2)c(=O)n(Cc2ccccc2)c1=O (centres undefined),-4.3
CCCNC(=O)C1(C)CCCN(C(=O)c2ccc(F)c(Cl)c2)C1 (centres undefined),-3.3
CN(CC(=O)C(C(N)=O)c1ccccc1)c1ccccc1 (centres undefined),-5.5
COC(=O)[C@@]1(C)[C@H]2C(=O)N(C)C(=O)[C@H]2[C@H]2CN=C(SCc3ccc(Cl)cc3)N21,-7.3
Cc1cnc(N=Nc2ccccc2)[nH]1,-4.2
C[C@H]1CN([C@@H](C)CO)C(=O)c2cc(Br)cnc2O[C@@H]1CN(C)C(=O)c1ccncc1,2.1
CC(=O)c1ccc(OCCCC(=O)Nc2ccc(C)c(S(=O)(=O)N3CCCCC3)c2)cc1,3.8
NC(=O)c1ncn([C@@H]2O[C@H](CNCc3cc(Cl)ccc3OCc3ccc(Cl)cc3)[C@@H](O)[C@H]2O)n1,-3.9
COc1ccc2oc3cc(Cl)ccc3c(=O)c2c1,-6.6
CN(CCc1ccccc1)C(=O)c1cccc(NC(=O)Cc2cccc(NC(=O)C3CCCN(S(=O)(=O)c4cccc([N+](=O)[O-])c4)C3)c2)c1 (centres undefined),-6.5
Nc1ncnc2c1ncn2[C@@H]1O[C@H](C(=O)N[C@@H](CCc2ccccc2)C(=O)NCC(=O)N2CCOCC2)[C@@H](O)[C@H]1O,-4.9
O=[N+]([O-])c1ccc(F)c(CN2CCN(c3ncc(Cc4ccccc4)cn3)CC2)c1,-7.6
CCC(C)N(C(=O)CSc1nnc(-c2cccs2)n1C1CC1)C1CCS(=O)(=O)C1 (centres undefined),-2.1
CCOC1=C2CN(S(=O)(=O)c3ccc(C)cc3)C(c3ccccc3)CC2N(S(=O)(=O)c2ccccc2Cl)C(c2ccccc2)C1 (centres undefined),-5.3
Cc1noc(C)c1S(=O)(=O)N(C)C[C@@H]1OCc2cnnn2CCCC(=O)N([C@@H](C)CO)C[C@@H]1C,2.0
CCn1nnnc1SCC(=O)N1N=C(c2cccs2)CC1c1cccs1 (centres undefined),-4.6
CCc1c(C)nc2[nH]ncn2c1=O,-2.3
# (more compounds)
SMILES,GalR3 antagonist
COc1ccc(C=CC(=O)c2c(N)n(C)c(=O)n(C)c2=O)cc1,-7.5
CCN(CC)c1ncnc2c1ncn2[C@H]1CN(CCOC)C[C@@H](CO)O1,-1.8
O=C(O)C1=CCCc2ccc(F)cc21,-1.1
COc1cc2cc(C(=O)NC(C)c3cccc4ccccc34)c(N)nc2cc1OC (centres undefined),-2.8
CN(C)c1ccc2c(=O)c3ccccc3oc2n1,-6.6
CCN(C)c1cc2c(c3c1ccn3C)C1CCC2C1 (centres undefined),-4.0
CN(CC(=O)Nc1cccc(F)c1)C(=O)c1cccc(S(=O)(=O)N2CCN(Cc3ccccc3)CC2)c1,-9.3
Cc1ccc(S(=O)(=O)N2C[C@H]3C(=O)C[C@@H](c4ccccc4)N(S(=O)(=O)c4ccc(C)cc4)[C@H]3C[C@H]2c2cccs2)cc1,-6.3
CCCCCCCCN1C(=O)[C@H](CC(=O)NCCCOCCCC)C[C@@]2(C(=O)OC)CCCCC=C12,-5.2
O=C(Nc1ccc(F)c(Cl)c1)C1Cc2c(-c3ccc4c(c3)OCO4)ccnc2O1 (centres undefined),-6.7
CCOC(=O)/C=C1/SCC(=O)N1CC(=O)Nc1ccc2c(c1)CCC2,-5.5
CCOC(=O)c1ccc(NC(=O)c2ncn3c2C(=O)NC[C@H]3C)cc1,-6.8
CCCCN1C(=O)C(CC(=O)NCCCCc2ccccc2)CC(C(=O)N(C(C)C)C(C)C)=C1C (centres undefined),-6.1
O=C(COc1ccc(Cl)cc1Cl)NC1CC1,-3.5
CC1(C(=O)N2Cc3ccccc3C2)CCN1C(=O)C1(c2ccccc2)CC1 (centres undefined),-7.0
Cc1cc(Br)ccc1OCc1nnc(-c2ccccc2)o1,-3.7
O=C(COC(=O)c1cc(=O)[nH]c2ccccc12)Nc1nc(-c2ccc(F)cc2)cs1,-8.0
CN1OC[C@@H]2CN[C@H](c3ccc(-c4ccc(C#N)cc4)cc3)C[C@@H]21,0.3
Cn1c(=O)c2cc(NC(=S)NC3CCCCC3)ccc2n1Cc1ccc(Cl)cc1,-5.8
O=[N+]([O-])c1ccc(N2CCCC2)c([N+](=O)[O-])c1,1.6
O=C(NCC1CC1)c1cccs1,-6.7
Cc1ccc2c(c1)C1(C(=O)N2)N2CCCC2C(C(=O)c2ccc3ccccc3c2)C12C(=O)Nc1ccccc12 (centres undefined),-5.4
COc1ccccc1C1CC(=O)Oc2cc(C)c(Cl)c(C)c21 (centres undefined),-8.4
COCCNC(=O)C1(C)CCCN(Cc2cc(-c3ccccc3)on2)C1 (centres undefined),-7.7
Cn1cc(Cc2ccccc2)c(=O)c(Cc2ccccc2)c1,-5.0

# An excerpt from above in order of the GalR3 antagonist value, descending:
Structure	GalR3 antagonist
CN1OC[C@@H]2CN[C@H](c3ccc(-c4ccc(C#N)cc4)cc3)C[C@@H]21	0.3
Cn1cc(Cc2ccccc2)c(=O)c(Cc2ccccc2)c1	-5.0
Cc1ccc2c(c1)C1(C(=O)N2)N2CCCC2C(C(=O)c2ccc3ccccc3c2)C12C(=O)Nc1ccccc12 (centres undefined)	-5.4
Cc1ccc(S(=O)(=O)N2C[C@H]3C(=O)C[C@@H](c4ccccc4)N(S(=O)(=O)c4ccc(C)cc4)[C@H]3C[C@H]2c2cccs2)cc1	-6.3
O=C(NCC1CC1)c1cccs1	-6.7

# Quoted at random: two records from the list, in no set order.
SMILES,GalR3 antagonist
Cn1cc(Cc2ccccc2)c(=O)c(Cc2ccccc2)c1,-5.0
Cn1c(=O)c2cc(NC(=S)NC3CCCCC3)ccc2n1Cc1ccc(Cl)cc1,-5.8

# (cont.)
SMILES,GalR3 antagonist
CCOc1cc(C=NN2CCCCCC2)ccc1O,3.8
O=C(C(=O)N1CCC(CNS(=O)(=O)c2ccc(C(F)(F)F)cc2)CC1)c1cccs1,-5.1
CC1(C(=O)Nc2ccc3c(c2)OCCO3)CSCC(=O)N1CCc1ccccc1F (centres undefined),-4.6
C[C@H]1NC(=O)[C@]2(C)[C@@H](c3ccccc3)[C@H]3COc4ccccc4[C@H]3N2C1=O,-7.0
FC(F)(F)c1ccc(-c2cccc3c2C2CC3CCN2C(=S)NCCc2ccccc2)cc1 (centres undefined),-3.5
C[C@@H]1CN([C@@H](C)CO)C(=O)CCCn2nncc2CO[C@H]1CN(C)S(=O)(=O)c1ccc2c(c1)OCCCO2,-5.2
Cc1cc2nc(-c3ccc(F)cc3)c(CC(C)(C)C)n2c(C)c1Br,-4.6
Cc1ccc([C@H]2C[C@H](O)[C@@H](n3cc(COC(=O)c4ccccc4)nn3)CN2C(=O)c2cccs2)cc1,-1.2
CCCCCCCCCCC(C(=O)O)C1(C(=O)O)CCC(=O)O1 (centres undefined),-9.7
O=C(CN1CCN(S(=O)(=O)c2ccc3c(c2)OCCCO3)CC1)N1CCc2ccccc21,-7.2

# A portion of the library; rates above refer to the full screens.
